Screens: PubChem BioAssay, NMMLSC
Bcl-W Bim block: human Bim-Bcl-W interaction inhibition. bead-based flow cytometry, Bim peptide-Bcl-W binding. inhibition, % at 10 µM. Q92843. 190,000 compounds, 0.02% hits;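 also: 0% = bound tracer without compound and 100% = peptide blocker; higher means less fluorescent Bim peptide bound to Bcl-W beads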
HRas wt GTP: changes GTP binding to wildtype human HRas; P01112; GST-Ras wt beads, Bodipy-FL-GTP binding, flow cytometry; actives lie on both sides; GTP binding activity, % at 10 µM; 190,000 compounds, 0.14% hits;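 active = GTP binding activity at least 20% away from the 100% baseline, either lowered as inhibitor or raised as activator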;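 also: 0% = unlabeled GTP competition control and 100% = no-compound control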
Target sequence (P01112 whole entry, looked up): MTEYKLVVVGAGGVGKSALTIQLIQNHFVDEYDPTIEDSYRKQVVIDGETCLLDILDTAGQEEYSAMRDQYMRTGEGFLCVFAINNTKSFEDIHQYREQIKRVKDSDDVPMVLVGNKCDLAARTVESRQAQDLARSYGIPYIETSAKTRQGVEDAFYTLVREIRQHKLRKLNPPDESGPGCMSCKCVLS
Rab2 wt GTP: changes GTP binding to wildtype dog Rab2A, up or down. P61105. GST-Rab2 wt beads, Bodipy-GTP binding, flow cytometry. GTP binding activity, % at 10 µM. 190,000 compounds, 0.19% hits. AID 760;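 active = GTP binding activity at least 20 points away from 100%, either lowered or raised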;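 also: 0% = beads with excess unlabeled GTP and 100% = no-compound control corrected for plate trend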
Cdc42 wt: human Cdc42 wildtype GTP binding change, either direction. percent activity (GTP binding), % at 10 µM. 190,000 compounds, 0.2% hits. GST-Cdc42 beads, Bodipy-GTP binding, flow cytometry; actives lie on both sides. P60953. AID 761;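 active = percent activity GTP binding at least 20 points away from the 100% baseline, either down as inhibitor or up as activator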;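 also: median bead fluorescence of bound Bodipy-FL-GTP at 100 nM; 0% = excess unlabeled GTP control and 100% = no compound control; below 100% means less GTP binding so inhibitor and above means activator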
Target sequence (P60953 whole entry, looked up): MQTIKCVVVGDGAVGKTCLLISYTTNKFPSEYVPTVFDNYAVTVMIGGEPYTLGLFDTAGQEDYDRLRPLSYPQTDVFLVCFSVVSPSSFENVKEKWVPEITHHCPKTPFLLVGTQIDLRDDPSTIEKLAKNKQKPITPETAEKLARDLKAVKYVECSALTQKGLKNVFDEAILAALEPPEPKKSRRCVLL
Bcl-B Bim block: human Bim-Bcl-B interaction inhibition. bead-based flow cytometry, Bim peptide-Bcl-B binding. inhibition, % at 10 µM. 190,000 compounds, 0.073% hits. AID 951;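 also: 0% = tracer peptide without compound and 100% = reference inhibitor peptide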
Target sequence (Q9HD36 whole entry, looked up): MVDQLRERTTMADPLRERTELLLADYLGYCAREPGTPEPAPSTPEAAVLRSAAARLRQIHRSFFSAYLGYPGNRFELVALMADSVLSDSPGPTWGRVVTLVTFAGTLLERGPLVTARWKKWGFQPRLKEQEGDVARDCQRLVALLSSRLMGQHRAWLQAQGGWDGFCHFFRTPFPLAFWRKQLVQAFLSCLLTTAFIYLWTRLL
Bcl-2 Bim block: disrupts Bim peptide binding to human Bcl-2; inhibition, % at 10 µM; P10415; 190,000 compounds, 0.06% hits; Bead-based flow cytometry, Bim peptide-Bcl-2 binding; in the data active = inhibition above about 40%;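 also: 0% = no compound wells with probe peptide and 100% = reference peptide inhibitor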
Target sequence (P10415 whole entry, looked up): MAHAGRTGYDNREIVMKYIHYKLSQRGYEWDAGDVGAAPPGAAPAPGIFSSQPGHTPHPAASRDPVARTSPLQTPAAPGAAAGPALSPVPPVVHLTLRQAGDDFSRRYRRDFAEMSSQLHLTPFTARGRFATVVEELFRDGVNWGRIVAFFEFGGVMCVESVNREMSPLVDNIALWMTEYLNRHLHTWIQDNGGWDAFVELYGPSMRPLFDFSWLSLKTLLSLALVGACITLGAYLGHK
Bcl-XL Bim block: inhibitors of Bim-Bcl-XL interaction, human. Q07817. Bim peptide-Bcl-XL binding, bead flow cytometry, fluorescence. inhibition, % at 10 µM. 190,000 compounds, 0.04% hits. AID 1007
Target sequence (Q07817 whole entry, looked up): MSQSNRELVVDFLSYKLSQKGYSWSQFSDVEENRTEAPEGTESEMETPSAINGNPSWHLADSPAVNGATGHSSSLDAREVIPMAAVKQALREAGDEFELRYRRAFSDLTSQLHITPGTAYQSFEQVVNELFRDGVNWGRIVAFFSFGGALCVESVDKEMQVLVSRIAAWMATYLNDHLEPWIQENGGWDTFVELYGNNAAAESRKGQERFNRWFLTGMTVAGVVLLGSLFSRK
Rab7 wt GTP bind: modulators of GTP binding to dog Rab7 wildtype GTPase | GST-Rab7 beads, fluorescent GTP binding, flow cytometry; actives lie on both sides; untreated = 100%, excess cold GTP = 0% | GTP binding activity (percent of control), % at 10 µM | 190,000 compounds, 0.055% hits;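 active = fluorescent GTP binding to Rab7 beads changed by at least 20 points from the 100% baseline, either direction, mostly lower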;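 also: median green fluorescence of bound Bodipy-FL-GTP per Rab7 bead population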
Rac1 act GTP bind: modulators of GTP binding to human Rac1 activated mutant; P63000; GST-Rac1 activated beads, fluorescent GTP binding, flow cytometry; actives lie on both sides; 100% means binding = to untreated wells; percent activity (GTP binding), % at 10 µM; 190,000 compounds, 0.11% hits;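 active = GTP binding at least 20 percentage points away from the 100% baseline, in either direction, so actives lie on both sides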
Bfl-1 Bim block: human Bim-Bfl-1 interaction inhibition; Q16548; Bead-based flow cytometry, Bim-Bfl-1 binding inhibition; inhibition, % at 10 µM; 190,000 compounds, 0.12% hits; AID 1008;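 also: 0% = wells without compound plus tracer and 100% = blocker peptide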
Rac1 wt modul: human Rac1 wildtype GTP binding, inhibitors and activators. P63000. GST-Rac1 beads, fluorescent GTP binding, flow cytometry; actives lie on both sides; 0 = cold GTP competed, 100 = untreated. GTP binding activity (% of control), % at 10 µM. 190,000 compounds, 0.27% hits;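 active = GTP binding activity at least 20 points away from the 100% control level, either lower or higher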
* marks the source's active call; other numbers are inactive results. Rule as the data show it, unless noted: active = inhibition above about 40%.

Sample of the layout, 2 compounds:
Rab7 wt GTP bind | Bcl-XL Bim block | Bcl-W Bim block | Bfl-1 Bim block | Bcl-2 Bim block | Bcl-B Bim block | Rac1 act GTP bind | Rac1 wt modul | HRas wt GTP | Molecule | Cdc42 wt | Rab2 wt GTP
105 | -1 | 2 | -3 | 0 | -4 | 97 | 100 | 98 | CN(c1ccc(OCC(=O)NCc2cccnc2)cc1)S(=O)(=O)c1ccc(Cl)cc1 | 98 | 98
102 | -1 | 3 | -13 | -8 | -5 | 97 | 104 | 100 | CCC(=O)Nc1ccc(S(=O)(=O)N2CCOCC2)cc1 | 99 | 99

All compounds of this part, repeating the preview:
Rab7 wt GTP bind | Bcl-XL Bim block | Bcl-W Bim block | Bfl-1 Bim block | Bcl-2 Bim block | Bcl-B Bim block | Rac1 act GTP bind | Rac1 wt modul | HRas wt GTP | Molecule | Cdc42 wt | Rab2 wt GTP
105 | -1 | 2 | -3 | 0 | -4 | 97 | 100 | 98 | CN(c1ccc(OCC(=O)NCc2cccnc2)cc1)S(=O)(=O)c1ccc(Cl)cc1 | 98 | 98
102 | -1 | 3 | -13 | -8 | -5 | 97 | 104 | 100 | CCC(=O)Nc1ccc(S(=O)(=O)N2CCOCC2)cc1 | 99 | 99
98 | -3 | 0 | -3 | 0 | -1 | 99 | 101 | 99 | N#Cc1c2c(c(-n3cnc4ccccc43)n3c1nc1ccccc13)CCC2 | 100 | 100
106 | -2 | -2 | -3 | -5 | -4 | 99 | 101 | 101 | Cc1ccc(SCC(=O)NC(=O)NCCC(C)C)c(C)c1 | 99 | 102
100 | -3 | 0 | -1 | -5 | -2 | 100 | 105 | 103 | COc1cc(C=O)c(Br)cc1OCc1ccc(C)cc1 | 105 | 101
100 | -3 | -1 | -5 | 0 | -3 | 97 | 103 | 100 | Cc1cnc(C(=O)Oc2c(C)ccc(C)c2C)cn1 | 101 | 101
100 | -8 | -5 | -4 | -4 | 2 | 95 | 99 | 96 | O=C(NCc1cn2ccccc2n1)c1ccc2c(c1)OCO2 | 94 | 97
105 | 0 | 3 | -1 | -4 | -4 | 95 | 101 | 101 | Cc1ccc(NC(=O)COC(=O)CN2C(=O)c3ccccc3C2=O)cc1S(=O)(=O)N(C)C | 99 | 101
101 | -5 | -5 | 0 | 0 | -5 | 97 | 103 | 99 | Cc1ccc(SCc2cc(=O)[nH]c(Nc3nc(C)c4ccccc4n3)n2)cc1 | 100 | 97
100 | 2 | 0 | 0 | 0 | -1 | 99 | 98 | 99 | O=C(CCC1CCCC1)N1CCN(S(=O)(=O)Cc2ccccc2)CC1 | 98 | 100
102 | -3 | -1 | -4 | -5 | -4 | 95 | 100 | 97 | Cc1cc(C)nc(Nc2n[nH]c(-c3ccccc3Cl)n2)n1 | 107 | 100
101 | 1 | 0 | 0 | 0 | 0 | 91 | 97 | 97 | CCOc1ccccc1-n1c(=S)sc2c(=O)n(-c3ccccc3)c(=S)[nH]c21 | 95 | 94
96 | -5 | -2 | -19 | -11 | -8 | 100 | 108 | 100 | CC1(CC(=O)O)C(=O)N=C2C=CC=CN21 (stereo not given) | 102 | 99
97 | 0 | 0 | 1 | 0 | 0 | 95 | 92 | 95 | O=C(c1cc(-c2ccccc2)on1)N1CCCC1 | 94 | 91
93 | 0 | 1 | 5 | 3 | 5 | 95 | 97 | 95 | Cc1csc(Nc2ccc(Cl)cc2)[n+]1-c1ccc(Cl)cc1 | 97 | 95
99 | -9 | -3 | 5 | -11 | -31 | 98 | 105 | 101 | N#CC1=C2SCN(c3ccccc3)CN2C(=O)CC1c1cccs1 (stereo not given) | 98 | 99
93 | 0 | 1 | 0 | 0 | 0 | 92 | 93 | 96 | COC(=O)c1cn(NC(=O)c2cccc(N(C)C)c2)c(=O)c2ccccc12 | 97 | 93
98 | -5 | 0 | 0 | 0 | -3 | 99 | 105 | 104 | O=C(NCCCN1CCOCC1)c1cc(-c2ccccc2)on1 | 105 | 99
102 | -1 | 0 | 0 | 3 | -2 | 100 | 115 | 100 | O=c1cc(-c2ccccc2Cl)oc2ccc([N+](=O)[O-])c(O)c12 | 108 | 102
100 | -1 | -1 | 1 | -5 | -1 | 100 | 104 | 100 | Nc1cccc(-c2cc(-c3ccccc3)nc(-c3cccc(N)c3)n2)c1 | 99 | 99
93 | -2 | 0 | -3 | -8 | -8 | 92 | 92 | 95 | CN(C)CC(C(=O)c1ccccc1)c1ccccc1 (stereo not given) | 92 | 95
95 | -3 | -1 | -13 | -8 | -5 | 94 | 97 | 94 | Oc1cccc(C2c3[nH]c4ccccc4c3CCN2Cc2ccoc2)c1 (stereo not given) | 95 | 94
95 | 3 | 1 | -4 | 0 | -1 | 96 | 104 | 96 | COc1ccc(CCNC(=O)C2CCN(c3nccc(C)n3)CC2)cc1 | 100 | 97
100 | -8 | 2 | -8 | -6 | -10 | 98 | 104 | 101 | Cc1ccc(-c2nnn(CC(=O)N(c3cccc(O)c3)C(C(=O)NC(C)(C)C)c3cccs3)n2)o1 (stereo not given) | 100 | 100
97 | -4 | -2 | 0 | 2 | -4 | 96 | 100 | 99 | Nc1ccc2nc(-c3cc(Cl)c(N)c(Cl)c3)[nH]c2c1 | 93 | 96
93 | -1 | 0 | 4 | -3 | -9 | 96 | 95 | 95 | CCNC(=S)NNC(=O)c1cc(-c2ccccc2C)nc2ccccc12 | 95 | 95
95 | -10 | -4 | -16 | -3 | -11 | 100 | 102 | 100 | O=C(COc1ccc(Br)cc1CO)Nc1ccccc1F | 101 | 100
99 | -2 | 0 | -1 | 0 | -1 | 98 | 102 | 100 | COc1ccccc1NC(=O)CSc1nnc(CNC(=O)c2ccco2)o1 | 102 | 98
102 | -2 | 4 | 3 | -1 | -6 | 95 | 97 | 96 | Cc1[nH]c2ccc(F)cc2c1CCN(Cc1cccnc1)C(=S)Nc1cccc(F)c1 | 94 | 97
100 | -2 | 0 | -10 | -6 | -6 | 100 | 106 | 103 | COc1ccccc1-c1cc(C(=O)N2CCCCC2)no1 | 101 | 102

Continuation.
Rab7 wt GTP bind | Bcl-XL Bim block | Bcl-W Bim block | Bfl-1 Bim block | Bcl-2 Bim block | Bcl-B Bim block | Rac1 act GTP bind | Rac1 wt modul | HRas wt GTP | Molecule | Cdc42 wt | Rab2 wt GTP
106 | -2 | -1 | -6 | -5 | -2 | 101 | 113 | 101 | O=C(CCN1CCOCC1)Nc1cccc(Br)c1 | 104 | 101
101 | -6 | 5 | -11 | -4 | -3 | 94 | 102 | 101 | CCOC(=O)c1cc(-c2cccnc2)nn1-c1ccccn1 | 100 | 100
96 | 0 | -2 | -3 | -2 | -3 | 96 | 98 | 97 | O=C(COc1ccccc1[N+](=O)[O-])Nc1ccc2c(c1)OCO2 | 93 | 97
101 | -7 | -2 | -1 | -5 | -6 | 97 | 104 | 100 | Cc1ccc(OCC(=O)NC(=S)Nc2cccc(NC(=O)c3ccccc3Cl)c2)cc1 | 102 | 100
95 | -1 | 1 | 0 | 0 | 0 | 92 | 92 | 93 | Cc1ccc(N/N=C/c2c(C)c(C#N)c(=O)n(C)c2O)cc1C | 93 | 93
102 | -12 | -12 | 0 | 0 | -11 | 99 | 103 | 97 | CO/C=C\C=C/c1nnn(-c2ccc(Cl)cc2)n1 | 93 | 93
96 | -4 | -3 | -6 | -3 | -3 | 98 | 103 | 97 | CCC(O)CNc1nc(SC)nc2sc3c(c12)CCN(C)C3 (stereo not given) | 103 | 97
99 | 5 | 1 | -3 | 3 | -1 | 97 | 105 | 97 | Cc1ccc(C(=O)O)cc1N1CCCC1=O | 101 | 97
98 | 1 | 2 | -4 | -2 | 0 | 105 | 102 | 97 | O=S(=O)(c1ccc(Br)cc1)c1cnc2ccccc2n1 | 105 | 99
93 | 1 | 2 | -2 | 0 | -1 | 97 | 99 | 95 | Cc1ccccc1NC(=O)NC(N)=O | 98 | 94
99 | 0 | 0 | -4 | -5 | 0 | 98 | 103 | 99 | CN(Cc1ccccc1)C(=O)C1CCN(S(C)(=O)=O)CC1 | 100 | 100
93 | -5 | 0 | -10 | -2 | -4 | 95 | 94 | 90 | CN(C(=O)COC(=O)c1cccc(NS(=O)(=O)c2ccc(F)c(F)c2)c1)C1CCS(=O)(=O)C1 (stereo not given) | 95 | 94
100 | -6 | -8 | -7 | -10 | -11 | 98 | 101 | 96 | Cc1nnc(SCC(=O)N2CC(=O)Nc3ccccc32)n1-c1ccccc1 | 99 | 97
97 | -3 | 0 | -13 | -1 | -6 | 97 | 101 | 99 | COc1ccc(Cl)cc1N1C(=O)/C(=C\c2sccc2C)N=C1SCC(=O)NC1CC1 | 100 | 97
103 | -3 | -1 | 0 | 2 | -4 | 100 | 109 | 104 | COc1cccc(C(=O)Nc2ccc(F)cc2F)c1 | 104 | 102
106 | -4 | 0 | -2 | 1 | -6 | 98 | 102 | 99 | Cc1ccc(C2c3c(C)nn(-c4ccc([N+](=O)[O-])cc4)c3N=C3C(=O)Nc4ccccc4N32)cc1 (stereo not given) | 97 | 100
99 | 0 | 3 | -7 | -5 | -9 | 99 | 106 | 100 | COC(=O)c1ccc(NC(=O)C2CCN(C(=O)c3cc(OC)c(OC)c(OC)c3)CC2)cc1 | 102 | 99
97 | -8 | -1 | -6 | -3 | -7 | 96 | 98 | 98 | CCCN(CCC)S(=O)(=O)c1ccc(C(=O)Nc2nc(-c3ccccc3)c(C(=O)OCC)s2)cc1 | 98 | 99
99 | 1 | 3 | -4 | -1 | 1 | 98 | 100 | 98 | CCOC(=O)N1CCN(C(=O)c2ccccc2NC(C)=O)CC1 | 95 | 98
102 | -1 | -1 | 0 | -9 | -18 | 102 | 103 | 105 | CCCN1C(=O)/C(=C/c2ccc(N3CCCC3)c(C)c2)NC1=S | 107 | 102
96 | -3 | -1 | -8 | -6 | -7 | 98 | 102 | 97 | CCOC(=O)c1sc(NC(=O)C2CC2)cc1C | 95 | 96
102 | -3 | 1 | -11 | -5 | -6 | 100 | 104 | 103 | CCN1CCN(C(CNC(=O)c2ccc3c(c2)OCO3)c2cccnc2)CC1 (stereo not given) | 104 | 101
98 | -2 | -1 | -2 | -4 | -2 | 97 | 108 | 97 | Cc1cccc(C)c1NC(=O)c1cc(-c2ccccn2)nc2ccccc12 | 99 | 98
104 | -4 | 3 | -12 | -7 | -6 | 102 | 108 | 104 | CC1CCc2sc(C(=O)NCc3ccc(F)cc3)cc2C1 (stereo not given) | 103 | 103
95 | -3 | -2 | -6 | -6 | -3 | 94 | 98 | 97 | CCCNc1nc2ccccc2c(=O)[nH]1 | 97 | 97
108 | -4 | -3 | -8 | -5 | -2 | 94 | 99 | 99 | O=C(NCCCn1ccnc1)/C(=C\c1cccnc1)NC(=O)c1ccco1 | 98 | 99
97 | 2 | 3 | -3 | 0 | 0 | 90 | 84 | 92 | COc1cc(/C=N/NC(=O)Cn2nnc3ccccc32)ccc1O | 88 | 89
102 | -6 | -5 | -3 | -4 | -7 | 100 | 105 | 104 | CCOc1ncccc1C(=O)Nc1ccccc1C(=O)NCc1ccc2c(c1)OCO2 | 103 | 103
98 | -14 | -5 | -14 | -9 | -5 | 95 | 99 | 97 | O=C(Nc1c(C(=O)O)oc2ccc(Br)cc12)c1ccccc1 | 97 | 96
97 | 0 | 0 | 1 | -1 | -1 | 95 | 94 | 95 | COC(=O)CSc1nc2sc3c(c2c(=O)n1-c1ccccc1)CCN(C)C3 | 96 | 94
